DRD3 antagonist: blocks the human D3 dopamine receptor; P35462; D3R cells, DiscoveRx beta-arrestin luminescence, antagonist mode; hits give low values; max response, negative = inhibition, %; hit rate 2.5% among 360,000; in the data active = max response below about -50%; inconclusive = no clear call, values can overlap the other calls; also: % is scaled to controls: 0 for no effect and ±100 for the full control effect; mostly tested at two doses, the higher about 12 µM
Target sequence (P35462 whole entry, looked up): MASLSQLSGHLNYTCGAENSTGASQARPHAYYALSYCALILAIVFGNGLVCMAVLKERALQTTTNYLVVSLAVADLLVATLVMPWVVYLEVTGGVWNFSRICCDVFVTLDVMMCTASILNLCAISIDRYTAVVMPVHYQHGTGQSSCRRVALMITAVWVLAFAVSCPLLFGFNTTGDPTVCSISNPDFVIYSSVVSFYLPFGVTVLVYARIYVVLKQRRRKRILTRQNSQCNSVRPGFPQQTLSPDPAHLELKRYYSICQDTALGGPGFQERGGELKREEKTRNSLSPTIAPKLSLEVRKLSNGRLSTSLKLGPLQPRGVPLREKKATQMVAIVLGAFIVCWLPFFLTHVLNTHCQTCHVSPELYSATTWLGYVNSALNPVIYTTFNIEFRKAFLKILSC
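Cells expressing the human receptor were seeded at 1500 cells/well, incubated overnight at 37 degrees C in 5% CO2, then exposed to library compounds with dopamine controls for 90 minutes at 37 degrees C before luminescent detection.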
GLP1R ag: agonists of human GLP-1 receptor; HEK293 GLP-1R CRE-luciferase, luminescence, 4-6 h; cells express a hypersensitive GLP-1R form; Potency, µM (doses to about 45.6 µM), inactives show top-dose activation, hits mostly activators; hit rate 0.007% among 380,000; AID 624172; also: potency is read from the fitted curve at half-maximal effect; % of control where 0% means no effect
Target sequence (P43220 whole entry, looked up): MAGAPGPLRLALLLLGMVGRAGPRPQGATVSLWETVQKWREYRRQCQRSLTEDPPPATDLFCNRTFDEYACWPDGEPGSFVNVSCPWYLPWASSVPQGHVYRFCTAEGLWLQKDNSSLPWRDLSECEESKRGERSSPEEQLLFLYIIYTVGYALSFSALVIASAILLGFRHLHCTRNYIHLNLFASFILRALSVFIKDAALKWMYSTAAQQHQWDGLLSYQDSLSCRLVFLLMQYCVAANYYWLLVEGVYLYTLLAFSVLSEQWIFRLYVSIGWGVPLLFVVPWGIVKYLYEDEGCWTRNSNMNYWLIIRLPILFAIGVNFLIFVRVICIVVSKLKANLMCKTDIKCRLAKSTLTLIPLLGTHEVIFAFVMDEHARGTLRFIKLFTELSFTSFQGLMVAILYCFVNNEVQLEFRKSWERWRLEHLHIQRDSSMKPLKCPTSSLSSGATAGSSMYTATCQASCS
aSyn rescue: alpha-synuclein toxicity inhibition in yeast; hit rate 0.14% among 370,000; Potency, µM (top dose mostly 46.1 µM), inactives show at the highest dose growth rescue (activation), most hits filed as activators; AID 652106; Yeast expressing alpha-synuclein, growth rescue, BacTiter-Glo, 24 h; also: potency is read from the fitted curve at half-maximal effect; % of control where 0% means no effect; nearly all actives have a fitted effect of over 65% in size
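Rescue of yeast growth: cells expressing toxic alpha-synuclein, induced in galactose at OD600 0.02, incubated with compound 24 h at 30 C. ATP luminescence quantified growth; inhibitors of toxicity appear as activators.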
PTHR1 ag: agonists of human PTHR1 parathyroid hormone receptor | AID 743266 | Q03431 | HEK293 GP2 PTHR1 cells, GloSensor cAMP luminescence, 1 h | Potency, µM (titrated, usually from 115 µM), without a hit: top-dose activation, most hits filed as activators | hit rate 0.075% among 410,000; also: potency is read from the fitted curve at half-maximal effect; nearly all actives have a fitted effect of over 55% in size; some results filed as inactive show a strong effect at the top dose; inactives centre near -15; many of its hits are not listed in these tables
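HEK-293-derived GP2 cells expressing PTHR1 and a GloSensor cAMP reporter, 3,000/well, plated overnight, given luciferin plus IBMX (each 0.5 mM as added) for 1 h at 37 °C, then compound for 1 h at 37 °C. Luminescence was read after 15 min at room temperature.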
KB-V1 MDR tox: kills drug-selected multidrug resistant KB-V1 cells; Potency, µM (series often up to 46.1 µM), without a hit: at the top dose activity change, negative = cytotoxicity, most hits filed as cytotoxic; hit rate 3.4% among 400,000; AID 1347076; KB-V1 MDR cells viability, CellTiter-Glo, 72 h; also: potency is read from the fitted curve at half-maximal effect; % is scaled to controls: 0 for no effect and ±100 for the full control effect; nearly all actives have a fitted effect of over 60% in size
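Luminescent ATP read-out (CellTiter-Glo, 10 min) measures survival of drug-selected KB-V1 MDR cells after 72 h, 37 degrees C compound exposure. Medium: phenol-red-free DMEM, 10% FBS. Values from fitted concentration-response curves.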
TDP43 rescue: TDP-43 toxicity inhibition in yeast. TDP-43 expressing yeast growth rescue, BacTiter-Glo, 24 h. Potency, µM (highest dose often 46.1 µM), for the others: top-dose growth rescue (activation), actives largely listed as activators. AID 652104. hit rate 1.8% among 410,000; also: potency is read from the fitted curve at half-maximal effect; % of control where 0% means no effect; nearly all actives have a fitted effect of over 50% in size
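Luminescence from BacTiter-Glo reports growth of TDP-43-expressing yeast after 24 hr at 30 deg C with compound. Cells were raffinose-pregrown to mid-log, then seeded in galactose medium at OD600=0.02.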
GLP1R cytotox: cytotoxicity in counter-screen for GLP-1R inverse agonists | HEK293 cAMP-luciferase reporter cells, luminescence, 24 h | Potency, µM (doses to about 38.3 µM), without a hit: top-dose activity change, negative = inhibition, actives largely listed as inhibitors | hit rate 0.13% among 410,000;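 also: loss of luciferase light is scored as toxicity; potency is read from the fitted curve at half-maximal effect; % is scaled to controls: 0 for no effect and ±100 for the full control effect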
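Cells in DMEM/10% Nu serum/1% pen-strep, 1536-well format. Pre-incubated 12 h, dosed with 23 nL compound, incubated a further 24 h. Luciferase detection, 12 min at room temp, luminescence.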
GLP-1R inv ag: GLP-1 receptor (human) inverse agonism; hit rate 1.6% among 410,000; AID 624417; HEK293 GLP-1R CRE-luciferase, luminescence, 24 h; GLP-1R form is constitutively active; Potency, µM (series often up to 38.3 µM), for the others: at the highest dose activity change, negative = inhibition, usual class: inhibitors; also: potency is read from the fitted curve at half-maximal effect; % is scaled to controls: 0 for no effect and ±100 for the full control effect; nearly all actives have a fitted effect of over 55% in size
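Inverse agonists were sought by their lowering of basal cAMP reporter luciferase output in HEK293 cells stably carrying constitutively active human GLP-1R, after 24 h compound treatment.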
DRD3 agonist: activates the human D3 dopamine receptor; AID 652048; hit rate 0.58% among 410,000; D3R DiscoveRx beta-arrestin cells, luminescence, 90 min; max activation, %; in the data active = max activation above about 30%; also: 0% is about no effect; mostly tested at two doses, the higher about 12 µM
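Agonist mode: compounds and dopamine controls were applied to plated cells for 90 min at 37 degrees C after an overnight attachment at 1500 cells/well. Luminescent read-out followed 30 - 60 minutes at room temperature with DiscoveRx detection reagent.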
An asterisk follows results filed as active; i = inactive; ? = inconclusive; . = no result given; & = joins results of further samples; [ ] = dose if it differs, or a comment. Unless noted, calls follow the shape of the dose curve; as a rule, active = well fitted curve in the direction sought with a large enough effect; inconclusive = small, poorly fitted or top-dose-only effect, or another doubt; inactive = no such curve, though single readings can be large; an effect the other way counts as inactive or inconclusive.

The first 5 compounds, ahead of the listing:
SMILES | DRD3 antagonist | GLP1R ag | aSyn rescue | PTHR1 ag | KB-V1 MDR tox | TDP43 rescue | GLP1R cytotox | GLP-1R inv ag | DRD3 agonist
COc1ccc(/C=N/OC(=O)Nc2ccc(Cl)cc2)c(OC)c1 | 3 | 15% | -16% | -5% | 18% | 26% | -6% | 5% | -4
CCS(=O)(=O)N1Cc2ccccc2CC1C(=O)Nc1ccc(OC)cc1 (stereo not drawn) | 20 | 6% | 2% | -2% | -3% | 9% | -14% | 4% | 2
Cc1sc2c(c1C)C(O)=C(C(=O)Nc1ccccc1)S(=O)(=O)N2C | -6 | 3% | -18% | 11% | -7% | -8% | ? | -36% | 11
CC1CCCC(C)N1C(=O)CN1C(=O)c2ccccc2S1(=O)=O (stereo not drawn) | -5 | -5% | -3% | -46%[inhibitor] | 0% | -20% | 4% | 17% | 0
CC(NC(=O)CCC1COc2ccccc2O1)c1ccccc1 (stereo not drawn) | -6 | -7% | -1% | i | -20% | -15% | 5% | -6% | -9

The whole of this part, from the first entry:
SMILES | DRD3 antagonist | GLP1R ag | aSyn rescue | PTHR1 ag | KB-V1 MDR tox | TDP43 rescue | GLP1R cytotox | GLP-1R inv ag | DRD3 agonist
COc1ccc(/C=N/OC(=O)Nc2ccc(Cl)cc2)c(OC)c1 | 3 | 15% | -16% | -5% | 18% | 26% | -6% | 5% | -4
CCS(=O)(=O)N1Cc2ccccc2CC1C(=O)Nc1ccc(OC)cc1 (stereo not drawn) | 20 | 6% | 2% | -2% | -3% | 9% | -14% | 4% | 2
Cc1sc2c(c1C)C(O)=C(C(=O)Nc1ccccc1)S(=O)(=O)N2C | -6 | 3% | -18% | 11% | -7% | -8% | ? | -36% | 11
CC1CCCC(C)N1C(=O)CN1C(=O)c2ccccc2S1(=O)=O (stereo not drawn) | -5 | -5% | -3% | -46%[inhibitor] | 0% | -20% | 4% | 17% | 0
CC(NC(=O)CCC1COc2ccccc2O1)c1ccccc1 (stereo not drawn) | -6 | -7% | -1% | i | -20% | -15% | 5% | -6% | -9
CCN1CCN(c2ccc(S(=O)(=O)N3CCCCC3)cc2NC(=O)COc2ccc(Cl)c(C)c2)CC1 | ? | 3% | -11% | -3% | -13% | -12% | -6% | ? | -22
CC1CCCN(C(=O)COC(=O)c2ccc3[nH]c4c(c3c2)CCCC4)C1 (stereo not drawn) | 10 | 13% | 0% | -12% | -29% | 19% | -17% | ? | -1
COc1cc(OC)nc(NC(=O)CSc2nnc(-c3ccccc3)n2C2CCCCC2)n1 | 3 | 13% | 0% | -4%[57.5 µM] | -15% | -12% | 5% | -26% | -5
COC(=O)[C@H]1[C@H](CCc2ccccc2)NC(=O)N(Cc2ccccc2)[C@@H]1C | -15 | 4% | -2% | -43%[inhibitor] | -12% | 0% | -3% | -24% | -13
Cc1nc(SCC(=O)NCc2ccco2)c2c3c(sc2n1)CCCC3 | 13 | 22% | 15% | -16%[57.5 µM] | ? | 3% | -22% | -33% | 2
COc1ccc(CN2C(=O)c3cccnc3C2=O)cc1S(=O)(=O)N1CCCCC1C (stereo not drawn) | -14 | 2% | -8% | -15% | -2% | 23% | -3% | 9% | 0
CCN(CC)c1ccc(/C=N/NC(=O)CNC(=O)/C=C/c2ccco2)cc1 | -20 | 13% | -6% | -25% | -12% | -19% | -7% | -56% | -15
N#CCCN(CCC#N)C(=S)NC1CC2C=CC1C2 (stereo not drawn) | 3 | 2% | 1% | i | 3% | 7% | 1% | 5% | -3
COc1cccc(NC(=O)CN(C)C(=O)CNC(=O)c2ccccc2F)c1 | 8 | 1% | 1% | i | 7% | 0% | 1% | 1% | 7
CCn1cc(CN2CCC(n3nccc3NC(=O)CCOc3ccccc3)CC2)c(C)n1 | 2 | 10% | -12% | -14% | ? | -1% | 1% | 7% | -9
CCSc1cc(C2C(C#N)=C(N)OC(C)=C2C(=O)OC)c(C)o1 (stereo not drawn) | -67* | -3% | 1% | i | 7% | 8% | -15% | 4% | -1
C=C(C)c1cccc(C(C)(C)NC(=O)N2CCN(c3ccc(OC)cc3)CC2)c1 | 2 | -4% | 7% | -21% | ? | 0% | -6% | ? | 1
COC(=O)c1ccccc1NC(=O)NCc1ccc2c(c1)CCN2C(=O)c1ccccc1 | . | . | . | -63%[inhibitor] | 3% | ? | -15% | 14% | -8
N#C/C(=C/c1ccc(Cl)cc1)NC(=O)c1ccccc1 | -5 | -16% | -4% | i | ? | 4% | -18% | ? | 2
COc1cc(C(C)=O)ccc1OCC(=O)NCCCn1nc(C)cc1C | 0 | 18% | -6% | i | ? | -8% | 6% | 58%[activator] | 1
Cc1c(C)c(C)c(/C=[N+](/C)[O-])c(C)c1C | 0 | 0% | -2% | -22% | -7% | 3% | -5% | 5% | -1
CC(=O)Nc1ccc(S(=O)(=O)N2CCN=C2C)cc1 | 11 | -1% | -5% | -20% | 14% | -10% | 19% | 7% | 0
CCC(=O)N1CCc2cc(Br)cc(S(=O)(=O)N3CCC(C(=O)NCCCOC(C)C)CC3)c21 | -6 | 26% | 1% | -71%&-24%[inhibitor] | 0%&7% | -16%&14% | 28%&-7% | 10%&15% | -9&7
COc1ccc(N(CC(=O)NCCSCc2ccc(C)cc2)S(=O)(=O)c2ccccc2)cc1 | 59 | -2% | -2% | -80%[inhibitor] | 6.5µM* | -17% | 1% | -29% | 3
c1ccc(C2=NC(c3ccccc3)N=C(c3ccccc3)N2)cc1 | ? | 7% | -2% | -3%[57.5 µM] | -12% | -3% | -19% | ? | -2
CSc1ccc(S(=O)(=O)NC(C)c2ccccc2)cc1 (stereo not drawn) | -15 | 17% | 17% | -17% | -2% | 7% | 10% | -36% | 4
Cc1cc(=O)oc2cc(OCCc3ccccc3)ccc12 | -8 | 19% | 2% | -38%[inhibitor] | -24% | 13µM* | 6% | -24% | -2
Cc1oc(-c2cccc(Cl)c2)nc1CN1CCC(C(=O)NCCCN2CCCC2=O)CC1 | 12 | -6% | ? | -10% | -19% | 15% | 1% | -10% | -7
O=S(=O)(c1ccc(Br)cc1)c1nc(-c2ccco2)oc1NCC1CCCO1 (stereo not drawn) | 7 | 1% | 3% | -34%[inhibitor] | ? | -3% | 13%[0.307 µM] | 13%[0.307 µM] | 1
Oc1c(Br)cc(Br)cc1CNc1ccc(F)cc1 | 6 | -11% | -26% | -18% | -9% | -93%[inhibitor] | -18% | ? | -5
CCOC(=O)N1CCN(C(=O)c2ccc3c(=O)n(Cc4ccccc4OC)c(=S)[nH]c3c2)CC1 | 16 | 1% | 5% | 5%[57.5 µM] | -27% | 13% | -16% | -8% | -14
CCCCN1C(=O)C2C3C=CC(C2C1=O)C1C2C(=O)N(CCCC)C(=O)C2C31 (stereo not drawn) | 5 | 4% | 6% | i | ? | -5% | -6% | 8% | 3
COc1ccc(C(=O)NC(=O)CSc2nc3nc(C)cc(C)n3n2)cc1 | 0 | 4% | -1% | i | 1% | 10% | -8% | 1% | 1
O=C(c1ccccc1)c1cnc(-c2ccc(Cl)cc2)s1 | 18 | -2% | . | i | 23% | 3% | -1% | 2% | 4
COc1ccccc1C(=O)Nc1ccc(OCC(=O)N2C(C)CCCC2C)cc1 (stereo not drawn) | -13 | 3% | 11% | -21% | 1% | ? | -1% | -1% | 2
C=CCOC(=O)CCCC(=O)NC1CCCCC1 | 0 | -3% | -7% | i | 0% | -10% | -14% | 0% | 5
Cc1ccc(NC(=O)c2ccc(NC3=NC4CS(=O)(=O)CC4S3)cc2)cc1 (stereo not drawn) | 5 | 5% | 0% | i | 20% | -13% | 5% | -8% | 5
Cc1cc(NS(=O)(=O)c2cccc([N+](=O)[O-])c2)no1 | -11 | -5% | 0% | i | 5% | 18% | 1% | 2% | -7
O=C(N/N=C/c1ccc(Br)s1)c1c[nH]c2ccccc12 | -55* | 2% | -13% | i | -9% | 21% | -18% | -28% | -21
Cc1c(NC(=O)c2ccc(S(=O)(=O)N3CCOCC3)cc2)c(=O)n(-c2ccccc2)n1C | -13 | 4% | -7% | i | -17% | -23% | -2% | 0% | -1
O=C(CO/N=C/c1ccc(OC(F)F)cc1)NC1CCCCC1 | -12 | 7% | 11% | -20% | 0% | 6% | 5% | ? | -7
Cc1cc(C)cc(OCc2ccc(C(=O)O)o2)c1 | 26 | -11% | 5% | i | -3% | -7% | -7% | 0% | -4
COc1ccc(CN(C(C)=O)c2cccc(C)c2C)cc1 | 22 | 0% | 10% | i | ? | ? | ? | ? | -4
Cc1cccc(N2C(=O)CCSC23C(=O)N(Cc2ccc(F)cc2)c2ccccc23)c1 (stereo not drawn) | . | . | . | -19% | 6% | ? | -25% | ? | -11
Cc1c(C#N)sc(C(N)=O)c1C | 10 | 1% | 1% | i | 2% | -2% | -4% | 0% | 0
O=C1C=CC(=Nc2ccc3c(c2)Cc2ccccc2-3)O1 | -5 | 9% | -23% | -5% | 21% | 27% | 2% | 2% | 4
Cc1cccc(OCc2nnc(SCC(=O)Nc3nccs3)o2)c1 | 8 | -1% | 2% | -24% | -3% | 7% | -3% | 0% | 8
CC(C)n1c(CCC(=O)O)ccc1-c1ccccc1 | 10 | -3% | -21% | i | 4% | ? | 0% | 14% | -4
COc1cccc(CNc2ccc(N3CCC(C)CC3)cc2)c1OC | -64* | -8% | -8% | i | 21µM* | 10% | 1% | 3% | -27
CCc1c(C)nc2nncn2c1NCc1ccc(OC)cc1 | . | . | . | -25% | . | 27% | 1% | -9% | 6
CCCn1cnc2cc(NC(=O)c3cc(OC)c(OC)c(OC)c3)ccc21 | . | . | . | i | . | 15% | -12% | 13% | -5
CCOC(=O)C1CCCN(CCC(=O)Nc2ccc(OC)cc2OC)C1 (stereo not drawn) | . | . | . | i | 2% | 14% | -6% | -7% | 3

This is a subset; the hit share may differ from the screen's.
